GalR3 antagonist – GalR3 antagonists in HEK293 cells, primary screen, cell-based, fluorescence readout; Galanin receptor type 3 (Homo sapiens), O60755; HEK293 GalR3-CNG cAMP membrane potential fluorescence; galR3 body fused to GalR1 C-terminus; inhibition, % at 3 µM; hit rate 0.44% among 360,000; AID 651719, 2012;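 active means inhibition above the screen-wide average plus 3 SD, cut at about 13% in these data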;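 further: forskolin and galanin both at EC90 stimulate the cells; cAMP rise reported by CNG channel membrane potential dye signal; 0% = forskolin plus galanin with DMSO and 100% = forskolin alone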
Target sequence (O60755 1-299 limits assumed): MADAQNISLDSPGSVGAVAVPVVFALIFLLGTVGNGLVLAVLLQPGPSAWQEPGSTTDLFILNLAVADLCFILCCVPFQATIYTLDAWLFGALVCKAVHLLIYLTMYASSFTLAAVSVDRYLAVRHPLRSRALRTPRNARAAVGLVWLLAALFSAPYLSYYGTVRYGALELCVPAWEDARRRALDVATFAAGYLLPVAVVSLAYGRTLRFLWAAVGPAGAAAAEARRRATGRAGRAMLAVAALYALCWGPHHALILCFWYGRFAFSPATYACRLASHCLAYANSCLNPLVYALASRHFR
V1R ag counter – agonists of human V1a receptor, primary screen, counter-screen for OXTR agonist project, fluorescence, CHO-V1R cells | Vasopressin V1a receptor (Homo sapiens), P37288 | hit rate 0.25% among 320,000 | Fluo-8 calcium fluorescence, agonist mode; 0% DMSO, 100% 3 nM vasopressin | activation, % at 3 µM;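 active means activation above the mean activation of all tested compounds plus 3 SD, per screening run, cut at about 20% in these data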;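 further: signal is peak over basal fluorescence ratio across a 100 second FLIPR read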
Target sequence (P37288 whole entry, looked up): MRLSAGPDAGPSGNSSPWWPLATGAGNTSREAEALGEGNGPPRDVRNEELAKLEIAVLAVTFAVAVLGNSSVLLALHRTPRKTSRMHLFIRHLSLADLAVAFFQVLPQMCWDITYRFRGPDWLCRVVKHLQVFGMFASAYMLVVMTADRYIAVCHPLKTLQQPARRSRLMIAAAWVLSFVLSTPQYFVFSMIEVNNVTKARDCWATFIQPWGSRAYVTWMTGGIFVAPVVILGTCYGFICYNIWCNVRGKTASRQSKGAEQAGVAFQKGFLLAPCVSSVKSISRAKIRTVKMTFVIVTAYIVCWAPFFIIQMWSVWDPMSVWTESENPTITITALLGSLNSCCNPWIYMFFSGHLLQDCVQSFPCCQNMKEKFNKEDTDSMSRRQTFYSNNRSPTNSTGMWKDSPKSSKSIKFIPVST
OXTR agonist – human OXTR agonists, primary screen, fluorescence, CHO-OTR cells, Fluo-8 calcium | Oxytocin receptor (Homo sapiens), P30559 | Fluo-8 calcium fluorescence; normalized: DMSO 0%, oxytocin 100% | activation, % at 3 µM | hit rate 0.32% among 320,000 | AID 2435, 2010;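 active means activation above the mean of all tested compounds plus 3 SD, cutoff set per screening run, cut at about 20% in these data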;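 further: peak over basal fluorescence ratio from a 100 s FLIPR kinetic read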
Active calls of the source: *. Not all compounds are listed. The share of hits here may be higher or lower than overall.

SMILES | GalR3 antagonist | V1R ag counter | OXTR agonist
Cc1[nH]c2ccccc2c1C(=O)CN1C(=O)C(=O)N(CCC2=CCCCC2)C1=O | -6 | 3.8 | 1.5
C[C@H](CO)N1C[C@H](C)[C@@H](CN(C)S(=O)(=O)c2cn(C)cn2)Oc2ccc(NC(=O)C3CC3)cc2C1=O | -6 | 0.4 | 3.0
CCCn1c(NC(=O)C2CCN(C(=O)c3ccccc3C)CC2)nc2ccccc21 | -7 | -0.1 | -2.6
CSCCC(NC(=O)c1ccccc1Cl)C(=O)NCC(c1ccco1)N1CCCCC1 (stereo not drawn) | -5 | -0.7 | 0.2
COc1ccccc1NC(=O)C(C)OC(=O)CCSc1ccc(F)cc1 (stereo not drawn) | -2 | -0.5 | -1.3
Cc1ccc(NC(=S)NC(=O)C2CCCCC2)c(Br)c1 | 0 | -1.0 | 0.9
Nc1nc(Nc2ccc(Cl)cc2)c(NC=O)c(=O)[nH]1 | 0 | 0.7 | -0.6
Cc1ccc(S(=O)(=O)Nc2ccc(-n3cnnn3)cc2)c(C)c1 | -1 | 2.2 | 2.4
CC(C)(C)C(=O)Nc1ccc(C(=O)CSc2nnc(C3CC3)n2C2CC2)cc1 | -5 | 0.6 | 1.4
Cc1c(C(=O)NCC2CCCO2)oc2ccc(Br)cc12 (stereo not drawn) | -3 | -1.5 | -1.3
CC1(C)NC(=O)N(CCCC(=O)Nc2ccc(C(F)(F)F)cc2)C1=O | -4 | 1.0 | 1.0
COc1ccc(NC(=O)CC2SC(N3CCCCC3)=NC2=O)cc1OC (stereo not drawn) | -7 | 0.8 | 0.3
COCCN(CC(=O)Nc1cccc(C)c1C)C(=O)c1oc2c(Cl)cccc2c1C | -8 | 0.8 | -2.3
COc1ccc(S(=O)(=O)N(C)C[C@H]2Oc3c(NC(=O)CCC(F)(F)F)cccc3C(=O)N([C@H](C)CO)C[C@@H]2C)cc1 | -2 | 0.7 | 0.7
Cc1ccc(S(=O)(=O)NC2CCCCCC2)cc1 | -4 | 0.1 | -1.3

In the list so far, 2 have an NH in an aromatic ring:
SMILES | GalR3 antagonist | V1R ag counter | OXTR agonist
Cc1[nH]c2ccccc2c1C(=O)CN1C(=O)C(=O)N(CCC2=CCCCC2)C1=O | -6 | 3.8 | 1.5
Nc1nc(Nc2ccc(Cl)cc2)c(NC=O)c(=O)[nH]1 | 0 | 0.7 | -0.6

(cont.)
SMILES | GalR3 antagonist | V1R ag counter | OXTR agonist
Cc1cc(C(=O)OCC(=O)Nc2c(Cl)cccc2C(F)(F)F)c(C)o1 | -1 | 0.3 | 0.3
CCOc1ccc(S(=O)(=O)NCCC(=O)N(CC)CC(=O)Nc2c(F)cccc2F)cc1 | -1 | -0.3 | -1.5
CCN(CC)c1ccc(C=Nc2ccc(OC)c(S(=O)(=O)N3CCOCC3)c2)c(O)c1 | -6 | -0.8 | -0.9
C[C@@H]1CCCCCCCCC(=O)OCCN(C(=O)OC(C)(C)C)[C@H](C)CCCCCCCCC(=O)OCCN(C(=O)OC(C)(C)C)[C@H](C)CCCCCCCCC(=O)OCCN(C(=O)OC(C)(C)C)[C@H](C)CCCCCCCCC(=O)OCCN1C(=O)OC(C)(C)C | -1 | 1.2 | -0.5
CCc1nnc(NC(=O)C2CCN(c3ncnc4sc(C)c(C)c34)CC2)s1 | -3 | 0.5 | 1.6
O=C(CN1C(=O)NC2(CCCCC2)C1=O)N1CCN(C(=O)c2cccs2)CC1 | 0 | 0.8 | 0.1
CC(C)c1ccc(N(CCc2ccccn2)C(=O)C(C)(C)C)cc1 | 0 | -1.4 | -0.8
Cc1ccc(CNC(=O)CC(NC(=O)c2ccccc2)c2ccccc2)cc1 (stereo not drawn) | -1 | 0.2 | -0.4
CC(=O)c1ccc(OCCCC(=O)N2CCN(S(=O)(=O)c3ccc(C(C)C)cc3)CC2)cc1 | -4 | 7.7 | 7.5
Cc1cc(N2C(=O)C(=O)/C(=C(/O)c3ccccc3)C2c2cccc(Br)c2)no1 (stereo not drawn) | 3 | 0.4 | -0.3
COc1cc2c(-c3ccc4cc[nH]c4c3)c(-c3ccsc3)oc(=O)c2cc1OC | -5 | -0.9 | -0.8
Cc1ccc(S(=O)(=O)NCC(c2ccc3c(c2)OCO3)N2CCN(c3ccccc3)CC2)cc1 (stereo not drawn) | -3 | -0.2 | -1.4
O=C(Nc1ccccc1)Nc1ccc(Cl)nc1Cl | -7 | 4.0 | -0.9
Cc1ccc(C(=O)c2c3ccccc3[n+]([O-])n2[C@@H](C)C(N)=O)cc1 | 2 | 0.3 | -0.1
O=C(Nc1cccc(S(=O)(=O)N2CCCCCC2)c1)C1CCN(C(=O)c2ccc(Cl)cc2)CC1 | 2 | 2.1 | -0.4
CCc1ccc(C(=O)NNC(=O)c2ccc(OCC(=O)N3CCOCC3)c(OC)c2)cc1 | -5 | 0.5 | 0.7
COc1ccc2oc(C(=O)OCC(=O)N(C)CC(=O)Nc3ccc(F)cc3)c(C)c2c1 | -2 | 4.2 | 1.8
COc1cc(C(=O)Nc2ccccc2N2CCOCC2)ccc1OCC(=O)N1CCOCC1 | -4 | -0.3 | -0.2
COc1ccc(NC(=O)C2CCCCC2)cc1S(=O)(=O)N1CCOCC1 | -4 | 0.8 | 1.1
COc1ccc(NC(=O)COC(=O)CCC2CCCCC2)cc1 | -4 | -0.1 | -1.5
COc1ccc(N2CC(NS(=O)(=O)c3cccnc3)CC2=O)cc1 (stereo not drawn) | -4 | -0.4 | -1.2
Cc1ccccc1CN1CCN(c2ccc(S(=O)(=O)N3CCCC3)cn2)CC1 | 2 | 1.4 | -1.2
O=C(NCCc1ccccc1)C(=O)NCCC1CCCCN1S(=O)(=O)c1cccs1 (stereo not drawn) | 3 | 0.2 | -1.1
Cc1cccc(NC(=O)c2nc[nH]c2C(=O)NCCCCCCNC(=O)c2[nH]cnc2C(=O)Nc2cccc(C)c2)c1 | -3 | 4.1 | 0.2
CCOc1cc(/C=N/NC(=O)c2ccccc2-n2cccc2)ccc1O | 0 | 0.0 | -0.1
COc1cccc(/C=C/C(=O)OCC(=O)Nc2cccc(S(=O)(=O)NC3=NCCCCC3)c2)c1 | -5 | 3.5 | 4.9
CCCc1cc(C(=O)N(C)CC(=O)Nc2ccc(OCC)c(OCC)c2)sc1C | -4 | -0.9 | -2.4
CCOC(=O)c1cc(-c2ccccc2C)nn1CC1CC(c2cccnc2)=NO1 (stereo not drawn) | -2 | 0.1 | -2.0
O=C(CSc1nnc(-c2ccco2)n1-c1ccccc1)Nc1c(Cl)cc(Cl)cc1C(=O)O | -6 | 0.4 | -0.2
Cc1ccc(NC(=O)CSc2nnc(CNC(=O)c3ccco3)n2C)cc1 | -2 | -0.9 | -0.5
Nc1oc2ccccc2c1C(=O)Cc1ccccc1O[C@@H]1O[C@H](CO)[C@@H](O)[C@H](O)[C@H]1O | 16* | -0.1 | -0.6
O=C(CSC1=NS(=O)(=O)c2ccccc2N1)Nc1ccccc1F | -2 | 1.1 | -0.4
Cc1ccc(S(=O)(=O)Nc2cccc(C(=O)NC3CCN(Cc4ccccc4)CC3)c2)cc1F | -8 | 2.0 | 1.9
Cc1ccc(S(=O)(=O)N(CC(=O)Nc2cc(C)ccc2C)C(=O)N2CCN(C)CC2)cc1 | -5 | 0.3 | 0.4
O=C1CCc2cc(S(=O)(=O)NCCc3ccccc3)cc3c2N1CC3 | -5 | 1.0 | 0.7
O=C(NC1CCN(Cc2ccccc2)CC1)c1cccc(S(=O)(=O)Nc2ccc(SC(F)F)cc2)c1 | -7 | 17 | 18
Clc1ncccc1OCc1ccccc1 | 0 | -1.0 | -1.4
Cc1csc(SCC(=O)Nc2cc(C(N)=O)cc(C(N)=O)c2)n1 | -6 | 0.3 | -0.4
COc1ccc([C@@H](OC)[C@@]2(Cc3ccc(O)cc3)N=C(N)N(C)C2=O)cc1 | -6 | 0.3 | 0.8
Cc1nn(-c2ccccc2)c2[nH]c(=O)cc(C(F)F)c12 | -6 | 0.5 | -0.2
O=C(/C=C/c1ccccc1[N+](=O)[O-])NNC(=O)c1ccncc1 | -4 | 0.7 | 1.0
O=C1[C@H]2[C@@H](C3CC3)N3C(=O)CN(CC4CC4)C(=O)[C@@]3(Cc3ccccc3)[C@H]2C(=O)N1c1ccccc1 | -4 | 1.0 | 0.9
O=C(NCCc1ccc(F)cc1)c1ccc2nccnc2c1 | -3 | 1.5 | 0.9
O=C(O)c1cncc(SCc2ccccc2)n1 | -2 | 0.6 | 2.0
COc1cccc(NC(=O)CN(C)C(=O)CNC(=O)c2sc3ccccc3c2Cl)c1 | -4 | 1.7 | 0.3

Ordered by value in GalR3 antagonist (lowest first): three from the list above.
mol	GalR3 antagonist
O=C(NC1CCN(Cc2ccccc2)CC1)c1cccc(S(=O)(=O)Nc2ccc(SC(F)F)cc2)c1	-7
Cc1nn(-c2ccccc2)c2[nH]c(=O)cc(C(F)F)c12	-6
Nc1oc2ccccc2c1C(=O)Cc1ccccc1O[C@@H]1O[C@H](CO)[C@@H](O)[C@H](O)[C@H]1O	16*

(further entries)
SMILES | GalR3 antagonist | V1R ag counter | OXTR agonist
COc1ccc(NS(=O)(=O)c2cccc(C(=O)N3CCCC3)c2)cc1 | -1 | 0.6 | 0.7
CCOC(=O)c1ccc(/[N+]([O-])=C/c2ccccc2)cc1 | -5 | 0.5 | 0.1
Cc1cccc(C)c1NC(=O)CN(C)C(=O)CN1C(=O)NC2(CCCC2)C1=O | -1 | 0.7 | -0.6
CC(=O)OCC(=O)[C@@]12OC(C)(C)O[C@@H]1CC1C3C[C@H](F)C4=CC(=O)C=CC4(C)[C@@]3(F)C(O)CC12C (stereo partly drawn) | -2 | 0.9 | 0.1
COc1cc(C#Cc2c(-c3ccccc3OC)oc3ccccc23)cc(OC)c1 | 13* | 0.6 | 1.2
O=C(O)c1cc(S(=O)(=O)N2CCCCC2)ccc1N1CCCC1 | 0 | 1.4 | 1.2
O=C(CNc1ccc(Br)cc1)Nc1cccc(S(=O)(=O)N2CCCC2)c1 | -5 | 8.7 | 16
CC(C)NC(=O)Nc1ccc2c(c1)C(=O)N([C@H](C)CO)C[C@H](C)[C@@H](CN(C)S(=O)(=O)c1cn(C)cn1)O2 | 9 | 1.6 | 1.4
O=C(NC1CCCC1)c1cccc2c1C(=O)c1ccc(N3CCCCC3)cc1S2(=O)=O | -5 | 1.1 | 0.6
O=C(COc1ccc(F)cc1Cl)Nc1ccc(S(=O)(=O)Nc2nccs2)cc1 | 2 | -0.6 | 0.0
CC(OC(=O)CCCc1c[nH]c2ccccc12)C(=O)Nc1ccc(S(N)(=O)=O)cc1 (stereo not drawn) | -4 | 0.8 | -0.1
CC(=NNC(=O)COc1cccc(C)c1)c1cccnc1 | -3 | 1.4 | 1.6
CC(=O)NS(=O)(=O)c1ccc(NC(=O)[C@@H]2CCCN2S(=O)(=O)c2ccc(Cl)cc2)cc1 | -6 | 0.1 | -1.0
COc1ccc(/C=C2\CCCCC2=O)cc1 | -5 | -0.1 | -2.3
CC(=O)Nc1ccc(NC(=O)COC(=O)C2CCCCC2)cc1 | -4 | 0.1 | 1.8

Reprinted at random: 4 records from the list, in no set order.
SMILES | GalR3 antagonist | V1R ag counter | OXTR agonist
CC(=NNC(=O)COc1cccc(C)c1)c1cccnc1 | -3 | 1.4 | 1.6
CC(=O)OCC(=O)[C@@]12OC(C)(C)O[C@@H]1CC1C3C[C@H](F)C4=CC(=O)C=CC4(C)[C@@]3(F)C(O)CC12C (stereo partly drawn) | -2 | 0.9 | 0.1
Cc1cccc(C)c1NC(=O)CN(C)C(=O)CN1C(=O)NC2(CCCC2)C1=O | -1 | 0.7 | -0.6
CC(=O)Nc1ccc(NC(=O)COC(=O)C2CCCCC2)cc1 | -4 | 0.1 | 1.8

Going on with the list.
SMILES | GalR3 antagonist | V1R ag counter | OXTR agonist
CCc1cccc(C)c1NC(=O)COC(=O)C1CCN(S(=O)(=O)c2ccccc2)CC1 | -3 | -0.4 | -0.1
CC1CCCC(NC(=O)COC(=O)c2cc3ccccc3oc2=O)C1C (stereo not drawn) | 1 | -0.8 | -2.0
Cc1nc(SCC(=O)NC2CCS(=O)(=O)C2)c2c3c(sc2n1)CCC3 (stereo not drawn) | -4 | -0.1 | 1.4
Cc1ccc(C(=O)NNC(=O)C(C)Oc2ccc3ccccc3c2)o1 (stereo not drawn) | 0 | 0.2 | 1.1
C[C@H](CO)N1C[C@H](C)[C@@H](CN(C)S(=O)(=O)c2cccs2)Oc2ccc(NS(=O)(=O)c3ccc(F)cc3)cc2C1=O | -3 | -0.1 | -1.4
O=C(COC(=O)c1cc(Br)ccc1O)NNC(=O)c1cccs1 | -4 | 0.5 | 2.0
CCOC(=O)c1c(NC(=O)COC(=O)/C=C/c2ccccc2)sc(C(=O)NC)c1C | -1 | 1.2 | 0.2
COc1ccccc1NS(=O)(=O)c1cc(NC(=O)C2=NNC(=O)CC2)ccc1C | -10 | 1.9 | 2.7
O=C(CSc1ccc(F)cc1)Nc1nnc(-c2ccco2)o1 | -4 | 1.1 | -0.9
COc1ccc(NC(=O)CSc2nc(N)cc(N)n2)cc1S(=O)(=O)N1CCCCC1 | 0 | -0.1 | 0.2

Bioassay records deposited in PubChem by The Scripps Research Institute Molecular Screening Center.
